NPSR antag = antagonists of human neuropeptide S receptor cAMP signaling; Q6W5P4; CHO-NPSR cells, cAMP TR-FRET, antagonist mode; Potency, µM (series often up to 38.3 µM), for the others: top-dose activity change, negative = inhibition, actives largely listed as inhibitors; 1% of 220,000 active; AID 1461; further: on the % scale 0 is the no-effect control and ±100 the full control effect; nearly all actives have a fitted effect of over 50% in size; many of its hits are not listed in these tables
Target sequence (Q6W5P4 whole entry, looked up): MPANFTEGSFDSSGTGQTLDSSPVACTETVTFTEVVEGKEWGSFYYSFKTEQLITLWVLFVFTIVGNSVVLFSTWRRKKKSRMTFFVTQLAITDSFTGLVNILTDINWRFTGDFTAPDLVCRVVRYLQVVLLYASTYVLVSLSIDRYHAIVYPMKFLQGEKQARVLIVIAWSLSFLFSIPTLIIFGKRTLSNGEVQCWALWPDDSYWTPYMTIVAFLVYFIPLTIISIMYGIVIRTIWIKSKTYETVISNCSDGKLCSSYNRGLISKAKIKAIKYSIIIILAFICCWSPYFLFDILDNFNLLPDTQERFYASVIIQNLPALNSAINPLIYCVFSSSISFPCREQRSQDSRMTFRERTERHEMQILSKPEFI
KDM4E inh = JMJD2E (human) inhibition; Potency, µM (top dose mostly 57.1 µM), for the others: top-dose activity change, negative = inhibition, hits mostly inhibitors; AID 2147; JMJD2E catalytic domain, FDH-coupled NADH fluorescence (FDH is formaldehyde dehydrogenase); 1.6% of 230,000 active; B2RXH2; active means well fitted inhibition curve with a large enough effect, not every such curve was filed as active; inconclusive means small, poorly fitted or top-dose-only effect, or another doubt; inactive means no such curve, though single readings can be large or run the other way;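 further: 0% = wells with enzyme and -100% = buffer wells without enzyme; nearly all actives have a fitted effect of over 50% in size; many of its hits are not listed in these tables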
Target sequence (B2RXH2 1-337 limits assumed): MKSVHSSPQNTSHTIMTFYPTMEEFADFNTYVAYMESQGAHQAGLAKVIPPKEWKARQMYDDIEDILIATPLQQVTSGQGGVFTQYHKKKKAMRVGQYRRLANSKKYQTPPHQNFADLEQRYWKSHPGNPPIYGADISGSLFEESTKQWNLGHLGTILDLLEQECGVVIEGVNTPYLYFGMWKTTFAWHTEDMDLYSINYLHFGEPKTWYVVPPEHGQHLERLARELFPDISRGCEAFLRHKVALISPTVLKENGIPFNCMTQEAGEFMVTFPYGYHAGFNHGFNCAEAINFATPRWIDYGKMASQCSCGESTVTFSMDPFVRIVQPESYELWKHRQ
Epigenetic reg = derepresses silenced GFP reporter in murine cells. murine LDR cells, GFP reporter derepression, 30 h. Potency, µM (top dose mostly 53.9 µM), for the others: top-dose GFP activation, actives largely listed as activators. 0.2% of 280,000 active. AID 1865; further: % of control where 0% means no effect; nearly all actives have a fitted effect of over 60% in size
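Murine LDR cells carrying a silenced, genomically integrated CMV-driven GFP reporter were exposed to compound for 30 hours at 37 C. After PBS washes, GFP-positive cells (20–120 um objects) were counted by laser-scanning microplate cytometry.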
Luc counter = Kinase-Glo luciferase inhibition (counter-screen). Q27757. Kinase-Glo luciferase, ATP luminescence, 8 min. Potency, µM (series often up to 38.3 µM), without a hit: at the top dose activity change, negative = inhibition, usual class: inhibitors. 0.28% of 200,000 active. AID 1379; further: on the % scale 0 is the no-effect control and ±100 the full control effect; nearly all actives have a fitted effect of over 60% in size
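Substrate mix (final 50 mM imidazole pH 7.2, 50 mM KCl, 7 mM MgCl2, 10 uM ATP, 0.01% Tween 20, 0.05% BSA) plus pin-tool compound, then Kinase-Glo detection mix; 8 min ambient, luminescence read.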
IMPase Li inh = membrane-permeable IMPase blocker, potentiated with lithium | 0.35% of 210,000 active | CHO-M1 cells, IP1 TR-FRET (IP-One), carbachol + lithium | Potency, µM (series often up to 59.4 µM), for the others: at the top dose activity, negative = IMPase inhibition, most hits filed as inhibitors;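 further: IP1 builds up when IMPase is blocked and the TR-FRET signal falls; plate controls were basal vehicle for no effect and high inhibitor control for full effect; nearly all actives have a fitted effect of over 50% in size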
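CHO-M1, 2000 cells/well, 16–30 h culture; cpd + low Li+, 30 min 37C; lysis with d2-IP1/Eu-anti-IP1 Ab, 10 min RT; TR-FRET 665/620 ratio and 620 channel; AC50 via Hill.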
SMN2 splice up = increases expression of the SMN2 splice variant | HEK293 SMN2-luciferase splicing reporter, luminescence, 30-36 h | Potency, µM (titrated, usually from 46.1 µM), for the others: top-dose activity change, positive = activation, most hits filed as activators | 2.8% of 210,000 active; further: % of control where 0% means no effect; nearly all actives have a fitted effect of over 55% in size
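HEK293 cells carry an SMN2 […]–luciferase reporter in which exon 7 inclusion puts luciferase in frame. Cells were plated 10-12 h before compound addition, then incubated 30-36 h at 37C. ONE-Glo luminescence was read; sodium butyrate at 4.5 mM final served as control.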
GoLoco inh red = blocks human Gai1 binding to RGS12 GoLoco peptide, red readout | P63096 | 0.44% of 230,000 active | Potency, µM (highest dose often 61.6 µM), for the others: at the top dose activity, negative = inhibition, usual class: inhibitors | Gai1:RGS12 GoLoco peptide FP, rhodamine, 10 min; active means well fitted inhibition curve with a large enough effect, not every such curve was filed as active; inactive means no such curve, though single readings can be large or run the other way; further: on the % scale 0 is the no-effect control and ±100 the full control effect; nearly all actives have a fitted effect of over 30% in size; many of its hits are not listed in these tables
RECQ1 inh = blocks DNA unwinding by human RECQ1 | RECQ1 DNA unwinding, red fluorescence kinetic read | Potency, µM (series often up to 57.3 µM), without a hit: at the highest dose activity, negative = inhibition, hits mostly inhibitors | 0.54% of 240,000 active;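 further: plate controls were vehicle for no effect and no enzyme for full effect; nearly all actives have a fitted effect of over 30% in size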
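50 nM RECQ1T1 preincubated 15 min with compound in Tris pH 8.0 buffer with MgCl2, DTT, Tween-20 and 2.5 ug/ml poly(dI-dC); started with 200 nM TAMRA/BHQ-2 forked duplex and 2 mM ATP. Unwinding read as fluorescence (525/598 nm), two reads 2 h apart.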
* hit, by the source's call; i = inactive; ? = inconclusive; / = no result given; & = joins results of further samples; [ ] = another dose, or the depositor's remark. Unless noted, the call rests on the fitted dose curve; in most records, active means well fitted curve in the direction sought with a large enough effect; inconclusive means small, poorly fitted or top-dose-only effect, or another doubt; inactive means no such curve, though single readings can be large; an effect the other way counts as inactive or inconclusive. Potency means the concentration at half of the fitted maximal effect. These rows are one share of the data; count on the stated rates, not on these rows.

SMILES	NPSR antag	KDM4E inh	Epigenetic reg	Luc counter	IMPase Li inh	SMN2 splice up	GoLoco inh red	RECQ1 inh
CN(C)S(=O)(=O)c1ccc(NC(=S)NC(=O)Cc2ccccc2)cc1	-15%	2%	?	/	12%	/	8%	-11%
CCNc1ccccc1	/	/	/	/	3%	4%	8%	0%
CCCCC1=CC2=CC(=O)C(C)(OC(=O)CC)C(=O)C2=CN1Cc1ccccc1 (stereo unspecified)	2%	?	3.1%	-7%[7.66 µM]	1%	1%[9.22 µM]	8%[14.2 µM]	-8%[11.5 µM]
CC1CCCCC1NC(=O)CSc1nnnn1-c1ccccc1 (stereo unspecified)	-17%[46.1 µM]	1%	0.0%	3%	20%[38.3 µM]	-1%	-1%	-2%
O=C(Cn1c(=O)[nH]c2ccsc2c1=O)NC1CCCCCC1	-3%[46.1 µM]	-3%	-0.8%	1%	4%	-5%	0%	i
CC(=O)NS(=O)(=O)c1ccc(NC(=O)/C=C/c2cn(-c3ccccc3)nc2-c2ccccc2)cc1	-14%	?	2.0%	4%	-3%	8%	12%	-6%
CC(C)n1c(C(O)c2ccccc2)nc2ccccc21 (stereo unspecified)	-6%[46.1 µM]	3%	-2.1%	5%	6%[38.3 µM]	-15%	5%	-9%
CCOC(=O)C1CCN(Cc2ccc(Cl)c(Cl)c2)CC1	-15%[46.1 µM]	?	0.0%	0%	47%[activator][38.3 µM]	-32%[inhibitor]	-6%	-12%
CCNC(=S)NNC(=O)c1ccccn1	15%	?	0.0%	1%	4%	-5%	-1%	0%
COc1ccc(C(CC(=O)N2CCCCC2)c2c(O)cc(OC)cc2OC)cc1 (stereo unspecified)	7%	-2%	-0.2%	/	/	/	-7%	-1%
Cc1ccc(CSCc2ccc(C(=O)NCCCN3CCOCC3)o2)cc1	1%	-6%	-1.1%	-1%	4%	-14%	-4%	-1%
COc1cc(C2CC(=O)N3CN(Cc4ccco4)CSC3=C2C#N)ccc1OCc1ccccc1 (stereo unspecified)	6%[46.1 µM]	?	1.9%	0%	15%[38.3 µM]	-6%	-8%	?
CCOC(=O)c1c(-c2ccc(C)cc2)cn2ccccc12	-15%[46.1 µM]	?	0.8%	0%	?	-44%[inhibitor]	-10%	3%
O=c1[nH]c(C(F)(F)F)nc2ccccc12	-4%[46.1 µM]	-1%	-4.3%	-8%	-3%[38.3 µM]	6%	-2%	-5%
O=C(CSc1nnc(Cc2ccccc2)o1)N1CCOCC1	6%[46.1 µM]	3%	-7.3%	1%	-2%[38.3 µM]	3%	-7%	i
O=C(N/N=C/c1ccc(Br)s1)c1c[nH]c2ccccc12	-26%	-6%	-2.0%	-1%	8%	8.9µM*	6%	-19%
COc1ccc(-c2ccc(-c3noc(-c4cccs4)n3)c(OC)n2)cc1	28%[46.1 µM]	?	6.3%	-1%	-2%	12%	39%[activator]	-4%
O=C(NCc1ccc2c(c1)OCO2)C1CC(c2ccccc2O)=NO1 (stereo unspecified)	-18%[46.1 µM]	-2%	0.3%	2%	-15%[38.3 µM]	-12%	6%	i
CC1=C(C(=O)OC(C)C)C(c2cn(-c3ccccc3)nc2-c2cccs2)NC(=O)N1 (stereo unspecified)	-3%	-4%	-2.5%	-7%	3%	28%	7%	-3%
CCOc1ccc(/C(O)=C2/C(=O)C(=O)N(CCOCCO)C2c2ccccn2)cc1 (stereo unspecified)	12%[46.1 µM]	-14%	0.9%	-7%	8.9µM*	0%	-4%	0%
C=CCN(c1ccccc1C(=O)O)S(=O)(=O)c1ccc(NC(=O)OC)cc1	6%	5%	2.4%	/	/	/	-8%	0%
CCCOCn1cc(F)c(=O)[nH]c1=O	7%	6%	0.0%	5%	-6%	4%	10%	-2%
O=S(=O)(NCc1csc(-c2cccnc2)n1)c1ccc2c(c1)OCCO2	-7%[46.1 µM]	2%	1.0%	2%	0%[38.3 µM]	-21%	9%	i
COc1ccc(N2CC(C)Cn3c2nc2c3c(=O)n(CCN3CCOCC3)c(=O)n2C)cc1 (stereo unspecified)	-12%[46.1 µM]	-7%	-0.7%	-1%	3%[38.3 µM]	-4%	6%	0%
COc1ccc(C2CC(=O)C=C(NCc3ccc4c(c3)OCO4)C2)cc1 (stereo unspecified)	0%	-1%	1.0%	/	/	/	5%	i
COc1ccc(C(C#N)N2CCCCCC2)cc1OC (stereo unspecified)	6%[46.1 µM]	-2%	0.0%	0%	-13%[38.3 µM]	-7%	5%	6%
Cc1noc(C)c1CSc1nc2ccccc2[nH]1	3%[46.1 µM]	-12%	-0.8%	-2%	32%[activator][38.3 µM]	6%	0%	-1%
FC(F)(F)c1nnc2ccc(NCc3cccnc3)nn12	23%	0%	-0.3%	0%	-1%	15%	7%	-4%
Cc1cnc(C(=O)OCC(=O)NC2CCCCCC2)cn1	12%	-6%	-1.4%	3%	-3%	-6%	-9%	i
COc1ccc(NC(=O)CCCSc2nc(-c3ccco3)cc(C(F)(F)F)n2)cc1OC	10%[46.1 µM]	9%	1.1%&2.6%	-3%	2%	26%&-38%	4%	3%
COc1ccc(Cn2c(O)cc(=O)[nH]c2=O)cc1	-10%[46.1 µM]	-29%	1.0%	2%	0%	4%	62%[activator]	-1%
Cc1cc(=O)n(CNC(=O)c2ccccc2)c(=S)[nH]1	1%[46.1 µM]	2%	0.0%	0%	23%[38.3 µM]	-5%	-6%	i
CCn1c(Cn2nnc(-c3ccccc3)n2)nnc1SCC(=O)Nc1ccccc1	-13%[46.1 µM]	-6%	-2.4%	0%	11%[38.3 µM]	-7%	-1%	-2%
CCOC(=O)c1cc(C)nc(N2CCCCC2)c1C#N	9%[7.67 µM]	-2%	-0.3%	/	/	/	-1%	-15%
CCN(CC)c1ccc(NC(=O)C(C)C)cc1	-16%[46.1 µM]	-1%	0.8%	-5%	11%[38.3 µM]	-13%	-25%	-4%
O=C(CCCN1C(=O)C2CCCCN2C1=O)N1CCN(c2ccc([N+](=O)[O-])cc2)CC1 (stereo unspecified)	-8%[46.1 µM]	-2%	0.0%	8%	-2%	-62%[inhibitor]	4%	-3%
O=C(NCCOc1ccccc1)C(=O)c1c[nH]c2ccccc12	-4%	-4%	-1.1%	/	/	/	4%	i
CCC(C)NC(=O)c1c(N)n(/N=C/c2cccnc2)c2nc3ccccc3nc12 (stereo unspecified)	?	?	5.2%	1%	8%[38.3 µM]	-13%	4%	?
N#C/C(=C\c1cccc(Cl)c1)C(=O)c1ccccc1	-7%	?	1.0%	/	/	/	0%	i
Cc1ccc(Cn2ccc(NC(=O)c3cc(C)on3)n2)cc1	-7%[46.1 µM]	9%	-3.8%	-2%	27%[38.3 µM]	-5%	0%	i
CC(=O)N=c1sccn1CC(=O)c1ccc([N+](=O)[O-])cc1	-5%[46.1 µM]	4%	-0.2%	-1%	9%[38.3 µM]	1%	0%	-12%
Fc1ccc(CN2CCCN(C(=S)Nc3ccc(F)cc3)CC2)cc1	34%	-8%	3.0%	/	/	/	7%	-2%
CCOC(=O)c1c(C)n(CC(COC(C)=O)OC(C)=O)c2ccc(OC(C)=O)cc12 (stereo unspecified)	0%[46.1 µM]	-5%	-0.2%	7%	16%[38.3 µM]	6%	7%	-4%
O=C(C1=C[C@@H](c2csc3ccccc23)C[C@@H](OCc2ccc(CO)cc2)O1)N1CCN(Cc2ccccc2)CC1	?	?	?	/	16%	/	11%	?
Cc1cc(C)nc(S/C=C/C(=O)c2ccccc2)n1	?	10%	?	/	/	/	1%	1%
Clc1ccc(CN2C3=NCCCN3c3ccccc32)cc1	3%[46.1 µM]	-13%	7.3%	-3%	0%[38.3 µM]	-3%	1%	-2%
Cc1cc(C)c(NC(=S)N(CCN(C)C)Cc2cccs2)c(C)c1	-5%	-21%	1.3%	1%	3%	-26%	-8%	-11%
COc1ccc(C(=O)N2CCN(C(=O)CC(C)C)CC2)cc1OC	13%[7.67 µM]	-9%	-1.5%	-1%	1%[38.3 µM]	-16%	6%	i
Cc1oc2c(C)c3oc(=O)c4c(c3cc2c1C)CCCC4	-30%[46.1 µM]	-18%	-4.5%	15%	14%[38.3 µM]	-3%	-4%	11%
CN1C(=O)c2oc3ccccc3c(=O)c2C1c1ccccn1 (stereo unspecified)	-7%[46.1 µM]	-5%	0.0%	-1%	7%[38.3 µM]	21%	5%	-10%

Screening results from PubChem.
